Nrf2 ARE act – Nrf2 pathway activation; 410,000 compounds, 0.31% hits; Potency, µM (titrated, usually from 46.1 µM), for the others: at the top dose activation, usual class: activators; AID 624171; AREc32 ARE-luciferase reporter (MCF7-derived line), luminescence, 24 h; further: potency means the concentration at half of the fitted maximal effect; % of control where 0% means no effect; nearly all actives have a fitted effect of over 65% in size
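Cells of the AREc32 ARE-luciferase line are plated in OPTI-MEM containing 5% FBS and left overnight at 37 deg C. Compounds are pinned in, incubation continues 24 hr, and firefly luciferase signal is then measured.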
TGFb inhibitor – TGF-b pathway inhibition; HepG2 CAGA-GFP TGF-b/SMAD3 reporter, GFP fluorescence, 18 h; TGF-beta stimulated, 500 pg/mL final; Potency, µM (top dose mostly 46.1 µM), inactives show at the top dose activity, negative = inhibition, actives largely listed as inhibitors; 410,000 compounds, 1.2% hits; AID 588855; further: potency means the concentration at half of the fitted maximal effect; on the % scale 0 is the no-effect control and ±100 the full control effect; nearly all actives have a fitted effect of over 65% in size
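Inhibition was scored as loss of TGF-beta-induced (500 pg/mL final, 18 hours, 37 degrees C) GFP in HEPG2 cells carrying a CAGA-GFP reporter, in DMEM with 1% FBS. Well GFP was summed per cell; Activity was normalised to unstimulated and stimulated DMSO wells, then concentration-response fitting.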
CCT chaperon mod – cytosolic chaperonin activity modulation. activity change, % (concentration not given with the values), hits read low. AID 651819. purified chaperonin ATPase assay, HTRF ADP detection, 30 min. 360,000 compounds, 0.3% hits; in the data active means activity change below about -30%; further: on the % scale 0 is the no-effect control and ±100 the full control effect
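First, chaperonin was dispensed at 40 nM or 20 nM final depending on batch activity. Next, compounds were pinned at 76 uM and ATP added at 10 uM. After 30 min at 37 °C, ADP detection reagents ran 30 min at ambient temperature.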
A549 tox – kills or reduces viability of A549 cells in Nrf2 counter-screen. Potency, µM (highest dose often 46 µM), for inactives: at the top dose activity change, negative = cytotoxicity, actives largely listed as inhibitors. A549 ARE-Fluc cells, CellTiter-Fluor viability, 18-24 h. AID 504648. 390,000 compounds, 0.16% hits; further: potency means the concentration at half of the fitted maximal effect; on the % scale 0 is the no-effect control and ±100 the full control effect
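Cytotoxicity counterscreen: CellTiter-Fluor fluorescence was measured in A549 ARE_Fluc cells after 18-24 h of compound exposure in a concentration series. The subsequent BugLite luminescent read reports ARE-luciferase activity.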
Mm-Cpn inhibitor – inhibitors of Methanococcus maripaludis chaperonin (MmCpn); AID 504842; 330,000 compounds, 0.031% hits; Potency, µM (titrated, usually from 76.9 µM), without a hit: top-dose activity, negative = inhibition, hits mostly inhibitors; purified Mm-Cpn ATPase, ADP Transcreener TR-FRET; further: potency means the concentration at half of the fitted maximal effect; on the % scale 0 is the no-effect control and ±100 the full control effect; nearly all actives have a fitted effect of over 80% in size
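ATPase turnover read by TR-FRET ADP competition (Eu cryptate antibody/ADP-d2, 665/590 nm): 10uM ATP final, 25nM Mm-CPN final, 30 min 37degC after 10-min compound preincubation, pH 7.4 Tris/KCl/MgCl2/DTT buffer.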
Akt phos inh – inhibitors of Akt phosphorylation; Neuro2A IGF-stimulated pAkt S473 HTRF, 20 min; stronger effect = lower value; activity change, % for hits at 50 µM; 360,000 compounds, 0.32% hits; AID 651550; in the data active means activity change below about -80%; inconclusive means mostly about -51% to -80%; further: on the % scale 0 is the no-effect control and ±100 the full control effect
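Neuro2A cells (4,500/well, DMEM with 0.5% FBS) were treated with compound at a single 50 µM final concentration, stimulated with 6 nM IGF for 20 min at 37 °C, and lysed. Phospho-Akt Ser473 was read by HTRF as 665/615 ratio ×10^4.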
HepG2 tox – kills HepG2 cells in TGF-b inhibitor counter-screen. HepG2 CAGA-GFP viability, ATP luminescence, 18 h. Potency, µM (top dose mostly 46.1 µM), inactives show top-dose activity change, negative = cytotoxicity, usual class: cytotoxic. 410,000 compounds, 0.76% hits; further: potency means the concentration at half of the fitted maximal effect; some results filed as inactive show a strong effect at the top dose
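HepG2 CAGA-GFP cells (1000/well, DMEM with 1% FBS) received compound, then TGF-beta at 500 pg/mL final, and were incubated 18 hours at 37 degrees C. Viability was read by CellTiter-Glo luminescence. Media-only wells were set as complete cell-killing and DMSO as no toxicity.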
Abeta yeast res – compounds reversing amyloid beta toxicity in yeast; yeast expressing A-beta42, growth rescue, OD600, 48 h; response scale: 0% DMSO, 100% iron-clioquinol control; Potency, µM (titrated, usually from 46.1 µM), inactives show top-dose growth rescue, actives largely listed as activators; 410,000 compounds, 0.063% hits; AID 1347071; further: potency means the concentration at half of the fitted maximal effect; nearly all actives have a fitted effect of over 55% in size
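Yeast A-beta toxicity model in growth medium with pinned compounds, 48 h at 30 C; growth read as absorbance at 600 nm. Normalized to FeCl3/clioquinol equimolar mix (positive) and DMSO (negative).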
Nrf2 block – inhibitors of Nrf2 signaling; A549 ARE-Fluc reporter, luciferase luminescence, 18-24 h; Potency, µM (doses to about 46 µM), without a hit: top-dose activity change, negative = inhibition, actives largely listed as inhibitors; 360,000 compounds, 2.1% hits; further: potency means the concentration at half of the fitted maximal effect; on the % scale 0 is the no-effect control and ±100 the full control effect; nearly all actives have a fitted effect of over 60% in size
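Nrf2 function is reported as luminescence of an ARE-controlled luciferase in A549 cells. Compounds were tested at several concentrations, and a CellTiter-Fluor read on the same wells flagged cytotoxicity.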
Active calls of the source: *; i = inactive; ? = inconclusive; nt = no result given; & = joins results of further samples; [ ] = remark or other dose. Unless noted, the call rests on the fitted dose curve; in most records, active means well fitted curve in the direction sought with a large enough effect; inconclusive means small, poorly fitted or top-dose-only effect, or another doubt; inactive means no such curve, though single readings can be large; an effect the other way counts as inactive or inconclusive.

The line under a structure holds: Nrf2 ARE act	HepG2 tox	Mm-Cpn inhibitor	CCT chaperon mod	Nrf2 block	TGFb inhibitor	A549 tox	Akt phos inh	Abeta yeast res
COc1ccc(Cl)cc1N(CC(=O)NCc1ccccn1)S(=O)(=O)c1ccc(C)cc1
→ 0.2%	8.2%	nt	-0.9	nt	-2.8%	nt	i	-1.0%
CCCCN(C(=O)CCn1c(=O)oc2ccccc21)c1ccccc1
→ -0.1%&0.6%	-8.3%&-27.4%	-5.8%	-1.7	?	0.5%&-1.7%	9.2%&2.7%	i	-1.4%&-13.4%
O=C(c1ccc(N2CCCC2=O)cc1)N1CCN(c2cccc(C(F)(F)F)c2)CC1
→ 0.0%	-26.2%	0.2%	1.7	?	-16.9%	-1.2%	i	3.8%
Cn1c(=NC(=O)c2ccc(S(=O)(=O)N3CCCC3)cc2)sc2cc(F)ccc21
→ 4.0%	8.6%	nt	nt	12.9%	22.3%	-4.4%	nt	3.2%
CCCCOc1ccc(C(=O)N2CCN(CC(=O)Nc3ccc(C)cc3)CC2)cc1OC
→ 3.4%	-14.2%	-2.0%	-0.2	-22.9%	-13.1%	-1.2%	i	6.4%
O=c1cc(N2CCc3ccccc32)[nH]c(=O)n1-c1ccccc1
→ 1.9%	8.8%	1.0%	2.0	2.4%	-0.7%	-0.4%	i	2.6%
CC1CCN(S(=O)(=O)c2ccc(C(=O)Nc3sc4c(c3C(N)=O)CC(C)(C)NC4(C)C)cc2)CC1
→ 14.4%	-56.8%	nt	nt	nt	0.0%	-0.5%	nt	-7.1%
O=C(COC(=O)c1ccc(Cl)c(S(=O)(=O)N2CCCCCC2)c1)Nc1ccccc1
→ 2.2%	-3.6%	-4.3%	-3.9	19.0%	?	-1.7%	i	17.9%
COCCNC(=O)CN(c1ccc(F)cc1)S(=O)(=O)c1ccc2c(c1)OCCO2
→ -1.7%	-7.5%	-0.5%	0.0	-15.8%	28.4%	0.7%	i	2.2%
Cc1ccc(-n2c(CCc3ccccc3)nnc2SCC(=O)NCc2ccccc2)cc1C
→ 0.6%	-28.8%	-1.3%	0.2	-17.2%	?	-9.9%	i	7.0%
C/C(=N\NC(=O)COc1ccc(C#N)cc1)c1ccccc1OC(F)F
→ -0.7%	5.4%	1.9%	-4.0	-0.4%	-3.4%	1.4%	i	5.4%
CN(C)S(=O)(=O)c1ccc(C(=O)Nc2ccc(F)cc2F)cc1
→ 0.2%	-5.8%	-1.6%	-4.6	?	-2.8%	0.5%	i	-13.4%
O=C(Nc1nccs1)c1cc2c(s1)-c1ccccc1OC2
→ 9.2%	-26.2%	-0.1%	-2.9	?	-30.2%	0.5%	i	12.6%
Cc1ccc(S(=O)(=O)N2CCCC(N3CCOCC3)C2)cc1Cl (stereo unspecified)
→ -0.2%	0.1%	-9.0%	-2.0	2.8%	18.8%	?	i	7.0%
COc1ccc(OC)c(NC(=O)c2ccc(CSc3ncccn3)cc2)c1
→ -0.2%	21.4%	3.6%	-0.5	-2.8%	0.7%	-1.6%	i	-10.1%
O=C(CSc1nnnn1-c1ccc2c(c1)OCO2)NCc1cccs1
→ 2.7%	16.1%	-2.2%	1.5	nt	10.1%	-7.5%	i	-3.1%[9.22 µM]
Cc1cc(C)cc(NC(=O)c2ccc3nc[nH]c3c2)c1
→ 3.2%	-0.3%	2.1%	2.4	4.3%	16.2%	-0.6%	i	-2.7%
COc1cccc(NC(=O)CSc2nc(=O)n(Cc3ccncc3)c3c2CCCC3)c1
→ 0.5%	4.5%	0.7%	0.2	-11.2%	14.3%	-12.6%	i	9.0%
CC1(Oc2cccc(F)c2)CCN(Cc2ccc3ccccc3c2)C1 (stereo unspecified)
→ 0.2%	-28.2%	nt	1.7	nt	8.7%	nt	i	-14.2%
Cc1ccc(OCCNCc2ccccc2)c(C)c1
→ 6.5%	-24.5%	-0.2%	0.0	1.0%	16.8%	-0.6%	i	-21.1%
CC(C)(C)OC(=O)N[C@H]1C=C[C@H](OC(=O)CC(=O)OCC(F)(F)F)C1
→ -0.7%	-22.6%	-0.2%	0.1	-12.4%	-6.5%	1.8%	i	-9.9%
CC(C)NC(=O)Cn1nc(N2CCN(c3ccccc3)CC2)ccc1=O
→ 0.1%	4.6%	nt	nt	-3.2%	5.3%	-7.0%	nt	-3.4%
O=C(NCCc1ccccc1)C1CCN(S(=O)(=O)c2ccc(Br)s2)CC1
→ -0.2%	-7.3%	-0.8%	1.1	-22.8%	8.1%	-1.1%	i	2.2%
CC(C)(C)NC(=O)C1CCC(CNc2c(N3CCCCC3)c(=O)c2=O)CC1 (stereo unspecified)
→ -0.5%	2.6%	0.7%	-1.0	6.6%	14.5%	-0.7%	i	9.5%
c1ccc(-c2csc3ncnc(NCC4COc5ccccc5O4)c23)cc1 (stereo unspecified)
→ 7.9%	-16.6%	?	-0.1	1.64µM*	3.55µM*	0.7%	i	-19.3%
CC1=NNC(=O)/C1=C\c1cn(-c2ccccc2)nc1-c1ccc(F)cc1
→ -3.5%	-84.5%	4.1%	-5.5	?	3.98µM*	?	i	-85.3%[inhibitor]
COc1ccc(NC(=O)COC(=O)c2cnccn2)cc1Cl
→ -0.9%	-13.2%	0.5%	1.3	11.9%	-9.3%	0.0%	i	3.0%
CC(C)(O)C#Cc1ccc(C(=O)Nc2ccc3c(c2)OCO3)s1
→ 0.2%	-3.1%	1.7%	1.2	?	0.1%	2.2%	i	-11.6%
CCOC(=O)N1CCC(n2c(SCC(=O)NCCc3ccc(S(N)(=O)=O)cc3)nc3ccccc3c2=O)CC1
→ 0.2%	-10.6%	1.4%	-2.5	5.7%	-10.4%	-0.1%	i	-7.7%
COc1ccc(Oc2cnn(-c3ccccc3)c(=O)c2Br)cc1
→ ?	-26.8%	?	-1.9	10.0%	-10.5%	1.0%	i	-15.8%
CC(=O)N1CCc2c(sc(NC(=O)CSc3ccc(C)cc3)c2-c2nc3ccccc3s2)C1
→ 1.3%	1.5%	nt	nt	nt	13.2%	6.0%	nt	-16.8%
CCOC(=O)C1(Cc2cccc(Cl)c2)CCCN(C(=O)CN2C(=O)CSC2=O)C1 (stereo unspecified)
→ 0.2%	10.8%	2.2%	0.5	?	-2.7%	0.0%	i	0.2%
O=C(Nc1cccc(F)c1)C1CCCN1C(=O)OCc1ccccc1 (stereo unspecified)
→ -0.6%	-7.8%	0.6%	-1.4	6.1%	0.6%	0.8%	i	-5.9%
O=C(COC(=O)c1ccc(Cl)nc1)NCCNC(=O)COC(=O)c1ccc(Cl)nc1
→ -0.5%	-1.8%	-3.7%	-0.2	-2.4%	0.0%	-3.5%	i	4.6%
COc1ccc(-c2c(C)n([O-])c(C)c(C)[n+]2=O)cc1
→ -0.3%	-5.1%	-1.2%	-1.2	5.2%	?	-1.9%	i	2.9%
COc1cccc(N2CCN(C(=O)CCc3nnc4ccc(N5CCCC5)nn34)CC2)c1
→ 0.2%	-27.2%	-9.4%	-41.7*	-6.0%	?	-0.1%	i	2.9%
Cc1ccc(CNC(=O)C(C)n2nc(C)n3c(cc4sccc43)c2=O)cc1 (stereo unspecified)
→ -0.8%	-22.7%	nt	nt	6.6%	?	-2.3%	nt	4.6%
CCOC(=O)C1=C(N)N(c2ccccc2Oc2ccccc2)C(=O)C1
→ 0.5%	-2.1%	-3.9%	0.1	22.8%	7.3%	-7.0%	i	2.9%
O=C(Nc1ccc(F)cc1F)c1csc(-c2ccncc2)n1
→ 12.4%	-0.8%	-9.6%	3.6	?	-7.8%	5.2%	i	-40.3%[inhibitor]
COCCNC(=O)C(=O)NCCN1CCNCC1
→ -0.4%	-1.8%	5.3%	0.4	16.5%	-3.6%	2.4%	i	11.7%
CC(=O)Nc1ccc(NC(=O)CSc2ccc(C(F)(F)F)cc2[N+](=O)[O-])cc1
→ 0.2%	-9.1%	1.1%	-5.3	3.3%	-7.6%	-4.3%	i	-19.6%
Cc1cc2oc(C(=O)Nc3ccc(S(=O)(=O)N4CCC(C)CC4)cc3)cc(=O)c2cc1C
→ 0.0%	-6.9%	nt	nt	14.6%	0.0%	3.1%	nt	-18.1%
CCOC(=O)c1c(-c2ccc(C)o2)csc1NC(=S)NC(=O)c1ccccc1Br
→ 6.0%	-30.4%	-18.2%	-1.6	-6.0%	-27.4%	-8.2%	i	-5.5%
CCc1ccc(NS(=O)(=O)c2ccc3c(c2)CCN3C(=O)CCC(=O)O)cc1
→ 0.2%	-2.7%	2.3%	1.1	16.9%	5.7%	20.1%	i	-6.5%
COc1cc([N+](=O)[O-])ccc1NC(=O)CC(C)C
→ -0.4%	15.5%	0.9%	-1.0	?	-23.5%	-2.4%	i	6.4%
CCc1cc(C(=O)N2CCc3c([nH]c4ccccc34)C2c2ccc(OC)cc2F)no1 (stereo unspecified)
→ 2.5%	-7.6%	0.7%	-1.5	?	-17.6%	-19.7%	i	27.5%
CCOc1[nH]n(-c2ccccc2)c(=O)c1C=Nc1ccc(Cl)cc1
→ 2.0%	-15.9%	0.1%	-1.6	3.3%	8.9%	14.8%	i	14.8%
CCCOn1nnnc1-c1ccccc1
→ 0.2%	7.6%	2.2%	-2.5	6.4%	11.1%	0.2%	i	-1.1%
